IMP-1 inhibitor: inhibitors of Pseudomonas aeruginosa IMP-1 metallo-beta-lactamase; AID 1556; inhibition, % at 5.6 µM; purified IMP-1, nitrocefin hydrolysis, epi-absorbance fluorescence; 290,000 tested, 0.45% active;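 active means inhibition above the mean plus 3 SD of all compounds in the same screening run, cut at about 4.5% in these data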;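 further: 0% = IMP-1 with DMSO and 100% = DMSO wells lacking enzyme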
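system = purified recombinant IMP-1 beta-lactamase | amount = 0.2 nM IMP-1, as dispensed | medium = HEPES buffer pH 7.1 with ZnSO4 and Brij 35 | times = 25 °C, 15 min preincubation, 25 min reaction | detection = plate fluorescence quenching by hydrolysis product, ex 480/em 530 nm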
IDE inh: inhibitors of human insulin-degrading enzyme in cells; HEK cells, FAbetaB cleavage, fluorescence polarization; inhibition, % at 5.59 µM; 320,000 tested, 0.41% active;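 active means percent inhibition above the average of all tested compounds plus 3 SD, set per screening campaign, cut at about 16% in these data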;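 further: IDE supplied by intact live HEK cells; FP after avidin binding of uncleaved biotin substrate so inhibition keeps polarization high; 0% = DMSO wells and 100% = 60 µM reference IDE inhibitor Ii1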
p-CIP stab down: p/CIP protein destabilization; AID 1984; decrease of EGFP signal, % at 10 µM; F442A p/CIP-EGFP cells, EGFP fluorescence, 16 h; 290,000 tested, 0.01% active;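 active means EGFP signal decrease of at least 30% at 10 µM or well 3 SD below plate mean, unless failing retest; inactive means the rest, including hits failing retest or dose response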; further: some compounds called inactive have numbers as strong as hits; many of its hits are not listed in these tables
HCV NS3 hel inh: HCV NS3 helicase inhibition; 290,000 tested, 0.56% active; NS3 helicase DNA unwinding, Cy5 molecular beacon fluorescence; inhibition, % at 10.9 µM;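 active means inhibition above the mean of all tested compounds plus 3 SD, set per campaign, cut at about 35% in these data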;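 further: 0% = DMSO wells and 100% = thioflavine S control wells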
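Material: hepatitis C virus NS3 helicase domain fragment enzyme; measured by: Cy5 fluorescence, 0 and 60 min reads; control set: DMSO and thioflavine S; incubation: 60 min unwinding reaction at 25 °C after ATP addition; read-out basis: % inhibition from 60/0 min fluorescence ratio, DMSO 0%, thioflavine S 100%; repeats: singlicate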
VIM-2 inhibitor: blocks Pseudomonas aeruginosa VIM-2 metallo-beta-lactamase. 290,000 tested, 0.89% active. inhibition, % at 5.6 µM. purified VIM-2, nitrocefin hydrolysis, epi-absorbance fluorescence;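 active means inhibition above the mean of all tested compounds plus 3 SD, cutoff set per screening run, cut at about 7.5% in these data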;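 further: red hydrolysis product quenches plate fluorescence so inhibitors raise well fluorescence; 0% = enzyme with DMSO and 100% = DMSO without enzyme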
CRFBP-R2 block: antagonists of CRF-binding protein/CRF-R2 receptor complex. 350,000 tested, 0.59% active. HEK293 CRF-R2/CRF-BP, CRF-induced calcium fluorescence. inhibition, % at 11.8 µM. AID 588475;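 active means inhibition of the ligand-induced calcium signal above about 50% at the single tested concentration, limit read from the data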
GalR3 antagonist: antagonists of human GalR3 | O60755 | HEK293 GalR3-CNG cAMP membrane potential fluorescence; galR3 body fused to GalR1 C-terminus | inhibition, % at 3 µM | 360,000 tested, 0.44% active;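 active means inhibition above the screen-wide average plus 3 SD, cut at about 13% in these data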;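 further: forskolin and galanin both at EC90 stimulate the cells; cAMP rise reported by CNG channel membrane potential dye signal; 0% = forskolin plus galanin with DMSO and 100% = forskolin alone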
Target sequence (O60755 1-299 limits assumed): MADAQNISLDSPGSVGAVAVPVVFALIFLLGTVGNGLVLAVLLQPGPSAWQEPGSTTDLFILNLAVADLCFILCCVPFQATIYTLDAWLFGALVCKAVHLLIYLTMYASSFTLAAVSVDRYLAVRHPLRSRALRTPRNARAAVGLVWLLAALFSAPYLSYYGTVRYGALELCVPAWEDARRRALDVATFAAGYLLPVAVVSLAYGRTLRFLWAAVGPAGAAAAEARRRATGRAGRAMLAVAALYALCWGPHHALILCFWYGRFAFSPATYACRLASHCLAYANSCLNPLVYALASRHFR
UBC9 SUMO inh: SUMOylation inhibition. P63279. HTRF SUMOylation assay, SAE1/SAE2 + UBC9, in vitro. inhibition, % at 35 µM. 290,000 tested, 0.36% active. AID 2006; in the data active means inhibition above about 50%, passing the limit was not always enough; further: strong numbers were not always called active
Target sequence (P63279 whole entry, looked up): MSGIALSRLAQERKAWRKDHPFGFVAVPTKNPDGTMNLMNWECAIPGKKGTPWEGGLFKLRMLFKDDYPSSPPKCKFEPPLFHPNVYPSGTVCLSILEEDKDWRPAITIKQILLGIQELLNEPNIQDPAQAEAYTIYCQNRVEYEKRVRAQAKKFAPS
IDE act: IDE (human) activation, cell-based; 340,000 tested, 0.073% active; P14735; HEK cells, FAbeta-B cleavage, fluorescence polarization; 0% vehicle, 100% cell-free pure enzyme wells; AID 493087; activation, % at 5.96 µM;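 active means activation above the mean of all tested compounds plus 3 SD, set per screening campaign, cut at about 17% in these data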
Starred values were filed as active, the others as inactive; . = not tested or not shown. Rows were taken by chance; any-hit rate near 3.2%.

The line under a structure holds: IMP-1 inhibitor, IDE inh, p-CIP stab down, HCV NS3 hel inh, VIM-2 inhibitor, CRFBP-R2 block, GalR3 antagonist, UBC9 SUMO inh, IDE act
O=C1OC(/C(=C\Nc2cc(Cl)ccc2O)[N+](=O)[O-])c2ccccc21 (stereo unspecified)
 : -2.6, -1, -14, 24, 0.8, 24, -8, 22, -2
Cc1cc(C)cc(C(=O)NCC(=O)OCc2c(C)noc2C)c1
 : -2.5, 8, 6, 1, -2.7, 14, -9, -8, -2
CC1CCN(c2ccc(C(F)(F)F)cc2N)CC1
 : -2.8, 1, -3, 25, -2.5, -10, -4, -14, 5
COC(=O)/C(C#N)=C/c1c(Oc2cc(C)cc(C)c2)nc2c(C)cccn2c1=O
 : -3.1, 5, -5, 13, -2.9, 15, 5, -1, 4
Cc1ccc(-n2ncc3c(=O)[nH]c(SCC(=O)NCC4CCCO4)nc32)cc1 (stereo unspecified)
 : ., 4, ., ., ., 13, -4, ., 3
CC(NC(=O)C(C)(C)C)C(c1cccs1)N1CCN(Cc2ccccc2)CC1 (stereo unspecified)
 : -1.0, -2, 4, 0, -2.5, -6, -9, 6, 6
Cc1cc(C(=O)Nc2ccc(C)c(C)c2)n(-c2ccccc2)n1
 : -0.8, 0, 2, -11, -0.6, 7, -12, -5, -1
Cc1ccc(Nc2nc(N)[nH]c(=O)c2N=O)cc1
 : -4.0, -4, 0, 6, 1.0, 5, -13, 5, -1
COC(=O)c1ccc(CNC(=O)CCc2c[nH]c3ccccc23)cc1
 : -2.4, 0, -6, -3, -0.2, -12, -8, 9, 2
O=C(CCC(=O)c1ccc[nH]1)c1ccc(Cl)cc1
 : 0.8, 1, 0, 30, -0.1, -30, 0, -4, -1
COc1cc(NC(=S)NCCSc2ccc(C)cc2)cc(OC)c1
 : -2.4, -3, -14, -13, -1.8, 4, 4, -23, 3
COc1ccc(N2CCN(C(=O)COC(=O)CCOc3ccc(C)cc3)CC2)cc1
 : ., -2, ., ., ., 7, -4, ., 2
CNC(=O)c1c(N)sc2c1CCCCC2
 : -3.5, 2, -10, 6, -2.7, ., ., 13, .
CCCCOc1ccccc1NC(=O)C=C(C)C
 : 0.4, -2, 1, -9, 0.3, -5, 0, -3, 2
COc1cc(NC(=O)NCC2CCN(Cc3ccccc3Cl)CC2)cc(OC)c1OC
 : 1.6, -4, -9, 8, 0.8, -13, -4, -8, 4
COc1cccc(N(CC(=O)Nc2cccc(C(C)=O)c2)S(C)(=O)=O)c1
 : -2.5, 6, -16, -2, -2.4, -6, -2, 18, 1
COC(=O)c1sc(NC(=O)CC(C)C)c(C(=O)OC)c1C
 : -3.4, 1, 10, 3, -3.4, -15, -2, -6, -3
COc1cc(C(C[N+](=O)[O-])c2c(C)cc3ccccn23)ccc1O (stereo unspecified)
 : -4.1, -2, -7, -7, -2.1, -1, -8, 18, 2
Cc1ccccc1OCC(O)Cn1c(NCc2ccccc2)nc2c1c(=O)[nH]c(=O)n2C (stereo unspecified)
 : 0.6, 2, -6, 10, -4.7, -12, -2, 3, 5
Cc1no[n+]([O-])c1COc1ccccc1/C=N/n1nnnc1N
 : -3.7, 5, 1, 7, -5.4, 15, -3, -6, 10
CN1CCc2nc(SCC(=O)Nc3ccc(OC(F)(F)F)cc3)c(C#N)c(-c3cccs3)c2C1
 : -2.5, 14, -13, -53, 0.5, -7, -9, 16, -9
COc1cc(/C=N/n2c(-c3ccccc3)n[nH]c2=S)ccc1O
 : -3.7, 3, 7, 9, 0.0, 9, -4, -7, -1
Cc1cc(C)c(C(=O)N2CCCC(Nc3ccc(C)c(C)c3)C2)o1 (stereo unspecified)
 : -1.9, 3, 4, 3, -1.0, 7, -1, -5, -6
COc1cc(C)cc(OC)c1OCC(=O)Nc1cc(C)on1
 : ., -3, ., ., ., 4, -2, ., 1
Cc1cnc(C(=O)Nc2ccc(F)cc2)cn1
 : -2.8, 4, -14, 6, -0.2, -10, -2, 23, 2
CCN1CCN(C(=S)Nc2cccc(C(F)(F)F)c2)CC1
 : -0.6, 1, -19, 2, -1.0, -11, -1, 6, -1
COC(=O)C(Cc1ccc(OC(=O)c2ccc(C)cc2)cc1)N1Cc2ccccc2C1=O (stereo unspecified)
 : -2.0, 6, -14, -5, 2.4, -6, ., -15, 3
CCOC(=O)c1nc(Nc2cc(C)cc(C)c2)c2ccccc2n1
 : -4.1, -4, 1, 2, -3.9, -19, -1, 4, -3
O=c1[nH]nc(N2CCOCC2)c(=O)[nH]1
 : -1.1, 2, -13, -1, -1.2, 16, -3, 10, 0
COc1ccc(CN2CCn3ncc(C(=O)Nc4cccc(C)c4)c3C2=O)cc1
 : -0.5, 2, -12, -6, -1.4, -29, -2, -15, 2
COC(=O)NC(Nc1sc2c(c1C(N)=O)CCCC2)(C(=O)OC)C(F)(F)F (stereo unspecified)
 : -1.7, 5, -16, 4, -5.0, -17, -6, 28, 3
CS(=O)(=O)N1CCN(CC(=O)NC2CCCC2)CC1
 : -4.9, 1, 2, 3, -0.6, 5, 0, 5, 6
O=C(/C=C/c1ccc(Cl)c([N+](=O)[O-])c1)NCc1cccnc1
 : -1.9, 1, ., 1, 0.3, 6, -1, ., 1
CCOc1ccc(C(C)(C)C)cc1S(=O)(=O)n1nc(C)cc1C
 : -1.2, -5, -13, 2, -0.3, 4, -6, -5, -3
COCCN(Cc1cn(C)nc1-c1ccc(Oc2ccccc2)cc1)C(C)C
 : -1.5, ., 4, -17, -0.6, 15, -5, -2, 1
O=C(CC1CCS(=O)(=O)C1)NC1CCCCC1 (stereo unspecified)
 : -3.5, -6, -1, 4, -3.2, 0, 2, -2, 5
Cc1cc2cc(CNC(=O)c3ccc4c(c3)OCO4)ccc2[nH]1
 : -3.1, 2, -2, -14, -3.3, -2, -2, 17, -2
COc1ccc(NS(=O)(=O)c2ccc(NC(=O)CCNS(=O)(=O)c3ccc(C)cc3)cc2)cc1
 : 0.1, 2, -11, -15, -0.5, -74, -1, 5, 0
O=c1cc(CN2CCN(CCO)CC2)c2cc3c(cc2o1)CCC3
 : -2.6, 2, -1, -1, 17*, 12, -2, 15, 3
CCOc1ccc(NS(=O)(=O)c2cc(C(=O)N3CCCC3)ccc2Cl)cc1
 : ., 2, ., ., ., -3, -1, ., 2
O=C1CN(C(=O)c2ccccc2F)C(c2ccc(F)cc2)c2cc(Br)ccc2N1 (stereo unspecified)
 : -3.6, 2, -13, -3, -0.8, -15, -3, 1, 4
O=C(Cc1ccccc1Cl)Nc1cccnc1
 : 0.0, -1, 16, -1, 0.4, -1, -3, 7, 2
CNc1snc(C)c1C(=O)OCC(=O)c1ccc(Cl)cc1
 : ., 2, ., ., ., 9, -1, ., 2
COc1ccc(-n2ncc3c2CC(C)(C)CC3NC(=O)CCN2CCCC2=O)cc1 (stereo unspecified)
 : -1.2, -2, -46, 2, -1.6, -9, 1, 2, 4
O=C(COC(=O)c1ccccc1)NC1CCCC1
 : -2.0, 5, -24, 5, 1.5, 12, -8, 4, 2
CCC1=NN2C(=N)/C(=C\c3cccn3-c3ccc(Br)cc3)C(=O)N=C2S1
 : -3.9, ., -5, 14, -1.4, 28, -7, 37, 2
Clc1ccc(OCCn2ccnc2)c(Cl)c1
 : -3.0, 5, 2, 16, -1.2, 30, -4, 12, 7
O=c1c(C=NCc2ccccc2)c(NCc2ccccc2)nc2ccccn12
 : -0.5, 4, -3, 4, -0.3, -51, -6, -2, 4
CCOC(=O)C(C)Sc1nnc(-c2ccccc2O)n1Cc1ccccc1 (stereo unspecified)
 : -1.1, -3, 16, 2, -1.0, 12, -6, 19, -2
CCc1c(C)c2cc(Cl)c(O)c(CN3CCCCC3)c2oc1=O
 : -2.3, 2, -4, -3, -2.0, 3, -6, 33, 2
Cc1ccc(S(=O)(=O)N2CCCC(C(=O)NC3=NCCS3)C2)cc1 (stereo unspecified)
 : -3.5, 1, 11, -5, -2.7, 7, -2, -6, -1
O=S(=O)(c1cccc2cccnc12)N(CCO)CCO
 : -0.5, 4, 1, -1, -3.4, -3, 0, 8, 0
O=C(NCc1ccc(Cl)cc1)C1CCCN(c2cnccn2)C1 (stereo unspecified)
 : -3.6, 7, -10, -7, -1.8, -13, -4, ., 3
C/C=C\C=C/C(=O)Nc1cccc(C2=NOC3(C2)C[C@@H](C(N)=O)N(C(=O)C2(C)CC2)C3)c1 (stereo partly specified)
 : ., -8, -14, ., ., 6, 3, 4, -1
C[C@H](CO)N1C[C@H](C)[C@H](CN(C)S(=O)(=O)c2cn(C)cn2)Oc2ccc(NC(=O)Nc3ccc(C(F)(F)F)cc3)cc2CC1=O
 : ., 5, ., ., ., -6, 3, ., 0
COc1ccc(Nc2nc(N)nc(CSc3nccc(C)n3)n2)cc1
 : -4.2, 0, -1, 3, -3.0, -11, ., 20, 3
Cc1ccc2nc(-c3ccc(NC(=O)COCC(=O)O)cc3)sc2c1
 : -1.2, 1, 0, 15, 0.3, 7, 8, 15, -3
CC(NC(=O)c1ccc(C(F)(F)F)cc1)C(c1ccccc1)N1CCOCC1 (stereo unspecified)
 : -1.0, -1, 2, -2, -0.4, 17, -8, -5, 0
O=S1(=O)CC/C(=N/Nc2ccccn2)c2cc(F)ccc21
 : -0.2, -2, -4, -9, -2.2, -4, -3, 10, 3
CCOC(=O)c1ccc(-n2c(CC)nc3ccccc3c2=O)cc1
 : 0.8, -5, 7, -4, 0.1, ., ., 18, .
Cc1nc(S(=O)(=O)c2ccc(Cl)cc2Cl)nc2c1CCC2
 : -1.8, 3, -10, -2, -1.8, -10, -4, -4, 5
O=C(NC1CCC(O)CC1)c1cccc2cccnc12 (stereo unspecified)
 : -1.2, -1, -2, 1, 2.9, -7, -10, 5, 5

High-throughput results: PubChem BioAssay, several laboratories
